Screening results from PubChem BioAssay.
Ins promoter up: insulin promoter activators in MIN6 cells, imaging, high-content screening, mouse beta cells; MIN6 insulin promoter-GFP reporter; stronger effect = higher value; z-score at 5 µM; actives 0.3% (n = 190,000);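 active = z-score above 3 at 5 µM with at least 500 cells counted in the well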
MT stabilize HCS: microtubule stabilizers in HeLa cells, primary screen, imaging, high-content imaging; % tubulin-high responders, % at 10 µM; actives 0.83% (n = 200,000); AID 2205, 2009; HeLa tubulin immunostaining HCS, 24 h; share of cells brighter than vehicle mean+2SD;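 active = plate Z-score above 3 for both tubulin-high and condensed-nucleus cell shares, with cell loss under 80%, at 10 µM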;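 note: anti alpha tubulin signal scored within the nucleus-defined area of each cell; some results filed as inactive read as strong as hits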
T cell HTS: modulators of CD8 T cell-vesicle binding, primary screen, mouse 2C CD8+ T cells, flow cytometry; calls only at 7 µM; 2C CD8+ T cell-vesicle binding; stronger effect = lower value; actives 0.068% (n = 330,000);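 active = response, share of CD8 T cells binding vesicles, and their 90th percentile fluorescence all below set limits, cut at about 80% in these data, passing the limit was not always enough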
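material = purified 2C TCR transgenic mouse naive CD8+ T cells | controls = Unloaded micro-vesicles (low), QL9 vesicles with 0.7% DMSO (high) | detection = cytometric PE anti-B7-1 and Alexa647 anti-CD8 signals after 1% paraformaldehyde fixation | incubation = binding step 1.5 h, 37 °C, antibody labelling 20 min, ice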
Hep lipid drop: inhibitors of hepatocyte lipid droplet formation, primary screen, imaging, high-throughput imaging, BODIPY stain; AID 1656, 2009; inhibition, % at 6.5 µM; actives 0.4% (n = 240,000); AML12 mouse hepatocytes, oleate lipid droplets;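 active = lipid droplet intensity inhibited by at least 50%, with more than 500 cells counted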
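Technique: fluorescence imaging, 20x objective, two fields per well / Assay system: AML12 hepatocytes (mouse) / Measure: % inhibition of lipid droplet signal / Doses: 6.5 µM single-point dosing / Incubation: overnight exposure / Reagent: 100 µM oleic acid challenge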
PMI inhibitors: inhibitors of human PMI, primary screen, biochemical, fluorescence intensity, coupled assay (AID 1209) | Mannose-6-phosphate isomerase (Homo sapiens) | purified PMI enzyme, coupled fluorescence intensity; higher % means a stronger effect | inhibition, % at 20 µM, or IC50 in µM where a hit was titrated | actives 0.42% (n = 190,000);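 note: plate controls were DMSO vehicle for no effect and wells lacking substrate for full effect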
human PMI inhibitors: human PMI inhibitors, high substrate, primary screen, biochemical, fluorescence intensity, high mannose 6-phosphate (AID 1220) | recombinant PMI enzyme, coupled fluorescence intensity; higher % means a stronger effect | inhibition, % at 20 µM, or IC50 in µM where a hit was titrated | Mannose-6-phosphate isomerase (Homo sapiens) | actives 0.66% (n = 190,000)
bCat nuc transl: modulators of beta-catenin nuclear translocation, primary screen, imaging, HeLa cells, immunofluorescence, high-content | actives 0.3% (n = 190,000) | nuclear translocation activity, % at 5 µM | AID 1665, 2009;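 active = nuclear translocation activity above 50% at 5 µM, with a well cell count of 50 or more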;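 note: per-cell ratio of nuclear to cytoplasmic median beta-catenin stain intensity; plate controls were DMSO negative control for no effect and GSK-3 inhibitor IX positive control for full effect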
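System: HeLa cells, endogenous beta-catenin; compound dosing: 5 µM primary single dose, 0.1% DMSO, 0.02–20 µM confirmation series; incubation: 24 h compound exposure at 37°C, 5% CO2; signal: beta-catenin immunofluorescence imaging with DAPI; evaluation: % activation, nuclear-to-cytoplasmic median beta-catenin signal ratio per cell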
Autophagy HCS: autophagy modulators in MEF cells, primary screen, imaging, high-content, MEF GFP-LC3; MEF GFP-LC3 puncta imaging; test concentration mostly 10 µM; calls only at 10 µM (by protocol); actives 0.98% (n = 190,000); AID 463193, 2010;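 active = percentage of spot-positive cells more than 3 SD above its plate mean, without a fluorescence outlier flag or 80% toxicity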;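 note: spot-positive cell cutoff set from DMSO-treated cells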
TNAP activators: human TNAP enzyme activators, primary screen, biochemical, luminescent, no phosphate acceptor, uHTS (AID 1001); purified TNAP, luminescent activation assay, no phosphate acceptor; higher activation fold means a stronger effect; activation fold at 20 µM; hits with a dose series show EC50 in µM; actives 0.03% (n = 200,000); in the data active = activation fold from about 3, or a potency from the dose series; inactive = the rest, 99 in 100 with activation fold below about 1.6; note: many of its hits are not listed in these tables
Ins promoter up cell count: recorded beside Ins promoter up, whose call it bears; cell count; measured here: cytotoxicity, nuclei count;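 total cells summed across four imaged fields per well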
Hep lipid drop cells 6.5 µM: also measured in Hep lipid drop; calls as there; cell count; measured here: cell count, cytotoxicity flag;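 cells counted across two imaged fields per well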
bCat nuc transl cell count 5 µM: further read-out of bCat nuc transl, marked with its call; cell count; measured here: cell count, cytotoxicity flag
T cell HTS vesicle-bound %: further read-out of T cell HTS, marked with its call; double positive events, %; measured here: CD8+ vesicle-bound cell fraction;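 binding gate set so that unloaded-vesicle control wells show 10% double positive cells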
MT stabilize HCS Hoechst-high %: second read-out of MT stabilize HCS, no call of its own (marks repeat the call); % Hoechst-high responders; measured here: nuclear condensation Hoechst responders;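 share of cells brighter than vehicle mean plus two SD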
MT stabilize HCS cytotoxicity %: also measured in MT stabilize HCS; calls as there; toxicity, %; measured here: cytotoxicity by cell density;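 0% = mean cell density of plate MIN control wells and 100% = no cells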
Autophagy HCS cell loss 18 h: further read-out of Autophagy HCS, marked with its call; toxicity, %; measured here: cell loss, nuclei count;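 cell loss after 18 h compound exposure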
Active calls of the source: *; i = inactive; nt = not tested or not shown. Cut-off read from the data, not from the text of the source, unless noted: active = inhibition above about 50%; inactive = the rest.

Start of the data: the first two entries (preview)
SMILES,Ins promoter up,Ins promoter up cell count,MT stabilize HCS,MT stabilize HCS Hoechst-high %,MT stabilize HCS cytotoxicity %,T cell HTS,T cell HTS vesicle-bound %,Hep lipid drop,Hep lipid drop cells 6.5 µM,PMI inhibitors,human PMI inhibitors,bCat nuc transl,bCat nuc transl cell count 5 µM,Autophagy HCS,Autophagy HCS cell loss 18 h,TNAP activators
CC(C)CN1C(=S)SC(C)(C)C1n1oc(=O)n(-c2ccc(Cl)cc2)c1=O (stereo not given),nt,nt,1.2,1.3,5.8,i,43,-18,759,1%,0%,nt,nt,i,0,1.2
O=C(NC(=S)Nc1cccc([N+](=O)[O-])c1)c1ccco1,-0.25,1331,1.7,2.9,8.9,i,18,-1,584,6%,-1%,0.8,886,i,-8,1

All compounds of this part, from the start:
SMILES,Ins promoter up,Ins promoter up cell count,MT stabilize HCS,MT stabilize HCS Hoechst-high %,MT stabilize HCS cytotoxicity %,T cell HTS,T cell HTS vesicle-bound %,Hep lipid drop,Hep lipid drop cells 6.5 µM,PMI inhibitors,human PMI inhibitors,bCat nuc transl,bCat nuc transl cell count 5 µM,Autophagy HCS,Autophagy HCS cell loss 18 h,TNAP activators
CC(C)CN1C(=S)SC(C)(C)C1n1oc(=O)n(-c2ccc(Cl)cc2)c1=O (stereo not given),nt,nt,1.2,1.3,5.8,i,43,-18,759,1%,0%,nt,nt,i,0,1.2
O=C(NC(=S)Nc1cccc([N+](=O)[O-])c1)c1ccco1,-0.25,1331,1.7,2.9,8.9,i,18,-1,584,6%,-1%,0.8,886,i,-8,1
CCN(CC(=O)Nc1sc2c(c1C#N)CCCC2)Cc1nc2ccccc2c(=O)[nH]1,-0.55,1201,2.6,2.8,9.1,i,37,-12,631,-1%,4%,-3.4,1118,i,10,2.1
COc1ccc(CC(=O)NCc2nnc(SCC(=O)Nc3nccs3)n2C)cc1,1.5,1676,1.5,1.9,8.0,i,27,0,658,6%,10%,-3.6,974,i,-5,1
O=C(CCCCn1c(=O)c2ccccc2n(CC(=O)NC2CCCC2)c1=O)NC1CCCC1,0.23,1569,1.3,2.2,7.3,i,43,nt,nt,6%,5%,0.4,1385,i,-6,1.1
CCC1Oc2ccc(C)cc2N(CC(=O)N(Cc2ccc(C)o2)C2CCCC2)C1=O (stereo not given),nt,nt,3.8,2.6,3.0,i,12,-60,766,-5%,-6%,-1.3,518,i,22,1
COc1ccc(CN(Cc2ccc(OC)cc2)S(=O)(=O)c2ccc(-n3cnnn3)c(C)c2)cc1,nt,nt,4.0,3.4,1.0,i,13,7,672,3%,4%,1.9,539,i,5,1
Cc1ccc2c(c1)Cc1nc3ccccc3nc1-2,-0.25,1229,2.2,3.0,5.3,i,20,-6,702,-15%,-13%,-1.5,1142,i,21,1.1
COc1ccccc1C(=O)C1CCCN(C(=O)c2ccccn2)C1 (stereo not given),0.47,1449,2.5,2.4,0.3,i,50,-2,727,-4%,-3%,3.2,994,i,12,1.1
CC(CN1CCOCC1)OC(=O)c1ccc(Br)cc1 (stereo not given),-0.7,1645,3.0,1.7,1.9,i,44,nt,nt,33%,48%,1.4,1342,i,8,1.1
N#Cc1nc(N)nc(N(c2ccccc2)c2ccccc2)n1,0.22,1484,4.7,2.6,9.1,i,48,nt,nt,5%,3%,-2.3,960,i,-38,1.1
Cc1cccc(NC(=O)C2C(c3ccccc3)C2(Cl)Cl)c1C (stereo not given),-0.1,1533,2.8,1.6,3.4,i,26,nt,nt,12%,9%,0.3,1241,i,-1,1.1
O=C1c2ccccc2-c2c1cccc2C(=O)N(CCO)CCO,0.52,1180,4.3,1.7,4.2,i,12,12,783,12%,6%,-4.6,1191,i,9,1.1
CCOc1ccc(C(=O)NCC(=O)OCC(=O)Nc2ccc(C)c(S(=O)(=O)N(C)C)c2)cc1,-0.48,1406,5.4,4.1,4.1,i,25,3,713,10%,8%,-2.4,1053,i,-8,1
CCOC(=O)c1c(-c2ccc(C)cc2)csc1NC(=O)C1CCCO1 (stereo not given),-1.3,1254,2.3,4.4,11,i,30,-15,574,1%,-5%,0.2,942,i,-9,1.1
COc1cc(/C=N/Nc2ccccn2)ccc1O,-0.67,921,nt,nt,nt,i,32,18,732,nt,nt,7.6,975,nt,nt,nt
CCC(C)n1c(S(=O)(=O)O)nc2ccccc21 (stereo not given),-0.24,905,1.6,1.0,9.9,i,29,17,752,-5%,-17%,nt,nt,i,-10,1.1
c1ccc(Cn2c(-c3ccco3)nc3nc4ccccc4nc32)cc1,0.65,1244,4.9,4.6,3.5,i,40,nt,nt,-15%,-10%,1.5,1162,i,-1,1.1
CC(C)Oc1ccc(C(=O)/C(=C\c2cccs2)c2nc3ccccc3o2)cc1,0.62,1124,3.2,1.2,9.1,i,45,2,772,14%,13%,-2.1,613,i,7,1.1
Cn1nc(-c2ccccc2)cc1NS(=O)(=O)c1ccc(C#N)cc1,-0.05,1103,nt,nt,nt,i,37,22,714,nt,nt,1.4,1344,nt,nt,nt
Cc1[nH]c2ccccc2c1SCC(=O)Nc1nccs1,-1.2,1517,1.8,1.2,3.8,i,38,5,695,8%,44%,-3.1,1088,i,-7,1.1
COc1ccc(N(CC2CO2)S(=O)(=O)c2ccccc2)cc1 (stereo not given),nt,nt,2.8,1.7,4.7,i,32,-8,611,9%,8%,0.3,1104,i,3,1.1
Cc1ccc(S(=O)(=O)N2CCN(c3nc(C(C)C)c4c(c3C#N)CC(C)(C)OC4)CC2)cc1,-0.53,996,2.6,2.1,9.6,i,7,-2,786,13%,6%,nt,nt,i,27,1
Cc1cccc(-[n+]2c(-c3cccc(Br)c3)[nH]c3nc4ccccc4nc32)c1,-0.09,967,nt,nt,nt,i,9,6,763,nt,nt,-0.8,1376,nt,nt,nt
Cc1ccc(C(=O)OCC(=O)NCCC2=CCCCC2)s1,2,1420,3.1,2.6,11,i,62,4,678,13%,4%,0.1,1067,i,3,1
CCCCC(=O)NCc1ccccc1Cl,0.5,1520,6.2,2.4,11,i,9,-20,717,-4%,-1%,0.0,1288,i,15,1
CS(=O)(=O)N(CC(=O)N1CCCCC1)c1ccc2c(c1)OCO2,1,1862,1.7,2.4,6.0,i,29,-7,570,-2%,-2%,-0.7,1053,i,-4,1
O=C(CSc1ccc(-c2ccccn2)nn1)N1CCCC1,-0.75,1275,4.2,1.5,10,i,54,5,753,-22%,-23%,0.5,1078,i,23,1.1
Cc1nnc(C)c2c(C)n(C(C)c3ccccc3)c(C)c12 (stereo not given),-3.1,948,2.7,1.6,11,i,43,nt,nt,14%,31%,-0.7,862,i,8,1.1
Cc1ccc(C(=O)c2ccc(O)cc2)cc1C,-0.49,1334,5.3,1.7,9.0,i,32,10,687,13%,8%,nt,nt,i,-50,1.1
COC(=O)CSc1nnc(CNC(=O)c2ccccc2F)n1-c1ccc(F)cc1,0.31,1401,2.0,2.6,11,i,41,0,695,-11%,-4%,-0.6,1018,i,-2,1.1
Cc1ccc(S(=O)(=O)N2CCN(C(=O)C3CCCCC3)CC2)cc1,-0.64,1043,2.8,1.7,2.1,i,33,nt,nt,1%,-3%,2.0,1096,i,-1,1.1
O=C(O)CSc1ncnc2sc3c(c12)CCCC3,0,1543,2.0,2.3,7.9,i,56,0,718,-18%,1%,-1.9,1099,i,0,1
CC(C)(C)CC(=O)NC(=S)Nc1ccccc1C(F)(F)F,-0.35,1515,0.9,1.6,3.9,i,41,nt,nt,15%,4%,-0.1,1334,i,-4,1
Cc1cc(N2CCN(Cc3nc(-c4ccc(F)cc4)oc3C)CC2)cc(C)n1,-0.8,1356,5.3,2.3,9.0,i,61,-59,641,16%,8%,-0.7,1166,i,-25,1.1
Oc1ccc(C2N=C(c3ccccc3)NC(c3ccccc3)=N2)cc1,0.49,952,2.1,1.2,8.9,i,26,-9,778,4%,0%,-4.5,1155,i,-10,1
CCN(CC)CCCN1C(=O)C(=O)/C(=C(/O)c2ccc(Cl)cc2)C1c1ccccn1 (stereo not given),nt,nt,nt,nt,nt,i,43,5,788,14%,6%,-5.8,1057,nt,nt,1.1
O=C(NC1CCCCC1)C(c1ccccc1)N(C(=O)c1cccs1)c1ccc2c(c1)OCO2 (stereo not given),0.39,1272,3.7,1.1,5.5,i,36,nt,nt,-1%,-2%,-2.3,944,i,23,1
COc1ccc(C2=NN(CN3C(=O)C(=O)c4ccccc43)C(c3cccc([N+](=O)[O-])c3)C2)cc1 (stereo not given),-0.23,1081,nt,nt,nt,i,27,12,676,nt,nt,-1.3,1357,nt,nt,nt
CCC(=O)NCc1cc(-c2nn(C)c(=O)c3ccccc23)ccc1C,-0.78,1013,1.6,1.2,8.7,i,23,12,747,3%,-1%,-1.8,1206,i,-3,1.1
CCCOc1ccc(C2NC(=O)NC(c3ccccc3)=C2C(C)=O)cc1OCC (stereo not given),-0.38,1014,2.3,1.5,2.2,i,11,-4,769,-2%,-4%,-2.0,1181,i,-12,1.1
CCC(CC)NCc1ccc2c(c1)c1ccccc1n2CC,-0.65,1170,3.4,3.1,1.5,i,44,1,665,28%,-10%,-0.7,1497,i,2,1.1
Cc1nn(-c2ncc(C(F)(F)F)cc2Cl)c(=O)n1-c1cccc(Cl)c1,-0.64,903,3.8,1.8,3.2,i,25,-2,779,8%,5%,-2.5,1225,i,-10,1.1
Cc1cc(OC(=O)N2CCOCC2)cc(C)c1Cl,0.7,1297,3.2,2.3,9.1,i,44,-7,714,0%,-6%,-4.4,1284,i,-6,1.1
